FadD28 FP inh = inhibitors of Mycobacterium tuberculosis FadD28 bisubstrate binding | FadD28 bisubstrate probe binding, fluorescence polarization | inhibition, % at 12.5 µM | hit rate 0.22% among 360,000 | AID 588549; in the data active = inhibition above about 8.5%, passing the limit was not always enough; inconclusive = no clear call, values can overlap the other calls
UGM FP inh = Mtb UDP-galactopyranose mutase inhibition. purified UGM, fluorescence polarization probe displacement. inhibition, % at 10 µM. hit rate 0.06% among 320,000. AID 504406; in the data active = inhibition above about 10%, passing the limit was not always enough; inconclusive = no clear call, values can overlap the other calls
Target sequence (P9WIQ1 whole entry, looked up): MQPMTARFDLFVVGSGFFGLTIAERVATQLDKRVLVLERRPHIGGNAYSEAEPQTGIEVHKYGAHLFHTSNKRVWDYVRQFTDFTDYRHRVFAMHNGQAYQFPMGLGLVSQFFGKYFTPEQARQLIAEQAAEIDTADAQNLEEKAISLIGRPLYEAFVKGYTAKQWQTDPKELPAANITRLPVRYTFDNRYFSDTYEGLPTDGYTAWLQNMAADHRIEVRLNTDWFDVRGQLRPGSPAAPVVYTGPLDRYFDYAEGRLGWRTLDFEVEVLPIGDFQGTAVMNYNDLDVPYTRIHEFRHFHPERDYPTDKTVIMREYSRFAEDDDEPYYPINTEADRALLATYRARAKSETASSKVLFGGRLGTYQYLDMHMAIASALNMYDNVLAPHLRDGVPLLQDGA
GDH-TPI counter = GDH-TPI coupled enzyme inhibition counter-screen; GDH-TPI coupled enzyme counterscreen, NADH absorbance; inhibition, % at 4.8 µM; hit rate 1.2% among 360,000;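 note: 0% = DMSO wells and 100% = wells lacking the enzyme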
Mtb FBA inh = Mtb fructose-bisphosphate aldolase inhibition; purified M. tuberculosis FBA, fluorescence read-out; inhibition, % at 1 µM; hit rate 2.3% among 360,000; AID 588726; in the data active = inhibition above about 27%;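 note: 0% = vehicle and 100% = reference inhibitor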
Target sequence (P9WQA3 whole entry, looked up): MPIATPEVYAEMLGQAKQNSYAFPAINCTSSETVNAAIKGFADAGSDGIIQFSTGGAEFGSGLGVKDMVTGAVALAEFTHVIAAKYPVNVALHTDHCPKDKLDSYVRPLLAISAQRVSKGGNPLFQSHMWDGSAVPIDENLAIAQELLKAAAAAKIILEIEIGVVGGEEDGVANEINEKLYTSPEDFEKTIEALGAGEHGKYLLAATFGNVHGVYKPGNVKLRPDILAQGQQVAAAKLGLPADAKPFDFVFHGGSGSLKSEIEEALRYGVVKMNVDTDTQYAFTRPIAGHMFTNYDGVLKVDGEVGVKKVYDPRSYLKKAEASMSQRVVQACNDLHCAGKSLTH
BoNT-F LC inh = blocks Botulinum neurotoxin F light chain protease; Multiplex microsphere protease cleavage assay, flow cytometry; inhibition, % at 10 µM; hit rate 0.22% among 360,000; AID 588497; in the data active = inhibition above about 35%, passing the limit was not always enough; inconclusive = no clear call, values can overlap the other calls; note: plate controls were buffer without enzyme for full effect and enzyme alone for no effect
PrPC TRFRET = reduces human prion protein on the cell surface | AID 720596 | cell surface PrPC, TR-FRET read-out | P04156 | inhibition, % at 13.8 µM | hit rate 0.43% among 370,000; in the data active = inhibition above about 24%; note: 0% = median of the test wells and 100% = reference compound wells
CCHF vOTU inh = CCHFV vOTU protease inhibition; hit rate 0.55% among 370,000; inhibition, % at 11.5 µM; Pep-AMC fluorescence; note: 0% = vehicle wells with enzyme and 100% = no enzyme wells
BioA inh = blocks M. tuberculosis BioA enzyme activity. AID 602481. purified M. tuberculosis BioA enzyme, plate reader. hit rate 0.096% among 360,000. inhibition, % at 9.99 µM; in the data active = inhibition above about 40%; inconclusive = no clear call, values can overlap the other calls
BoNT A protease = inhibitors of Botulinum neurotoxin A light chain protease | hit rate 0.17% among 360,000 | AID 588499 | inhibition, % at 10 µM | multiplex microsphere protease substrate cleavage, flow cytometry; in the data active = inhibition above about 30%; inconclusive = no clear call, values can overlap the other calls; note: plate controls were buffer without enzyme for full effect and enzyme alone for no effect
An asterisk follows results filed as active; ? = inconclusive; . = no result given. Cut-off read from the data, not from the text of the source, unless noted: active = inhibition above about 30%; inactive = the rest.

SMILES	FadD28 FP inh	UGM FP inh	GDH-TPI counter	Mtb FBA inh	BoNT-F LC inh	PrPC TRFRET	CCHF vOTU inh	BioA inh	BoNT A protease
Cc1ccc(NC(=O)C2(C)CCN2C(=O)C2CCCCC2)cc1C (configuration not stated)	-1.6	.	10	-3	-2	2	25	-0.2	0.4
COc1cc(NS(=O)(=O)c2ccc(-n3cccn3)cc2)cc(OC)c1	-2.1	.	-2	0	-9	.	.	-0.2	-0.3
CC1=C(C(=O)Nc2ccc(C)cc2)C(c2ccc(N(C)C)cc2)NC(=O)N1 (configuration not stated)	-0.1	0.1	-2	3	0	-7	-9	.	-0.6
Cc1c(CC(=O)N[C@@H](C)C(=O)O)c(=O)oc2c(C)c3occ(-c4ccccc4)c3cc12	-8.9	-0.1	14	4	-14	9	5	2.6	-4.0
Cc1ccc(-c2cnc(C(O)c3cccc(Cl)c3)[nH]2)cc1 (configuration not stated)	-2.4	.	10	-2	-8	.	.	-0.5	-0.2
COc1ccc(CC(=O)Nc2cc(C)on2)cc1OC	-1.6	2.4	-12	1	3	2	4	-1.1	-0.5
Cc1ccc2nc(NC(=O)CSCc3ccccc3)sc2c1	-1.5	2.6	11	1	5	8	7	-1.1	0.6
CC(C)n1ncc2c(C(=O)Nc3ccc(S(C)(=O)=O)cc3)cc(C3CC3)nc21	-3.5	-0.8	6	-1	-4	-5	10	2.6	1.5
CC(C)(C)Cc1c(-c2ccccc2)nc2ccc(Cl)cn12	-3.8	.	-2	-1	-7	-9	4	-1.8	-0.1
CCOC(=O)C1(NC(=O)C2(N3C(=O)c4ccccc4C3=O)CCCC2)CCCC1	-2.3	.	9	3	2	-4	-3	-0.6	-0.1
N#Cc1c(C#N)c(O)c2ccccc2c1O	-0.2	0.9	1	-1	6	-31	-1	-6.2	-0.8
NC(c1cccc(F)c1)c1nc(-c2ccc(Cl)cc2)cs1 (configuration not stated)	-3.4	.	-2	-1	-12	-2	13	-0.3	0.3
COc1ccc(-c2nc(CS(=O)CC(=O)NCCCN3CCCC3)c(C)o2)cc1OC (configuration not stated)	-4.1	-2.0	4	1	2	-3	-1	.	0.3
Cc1ccc(C)c(NC(=O)CN(C)C(=O)c2ccccc2OCc2ccccc2Cl)c1	-5.5	2.8	-3	-2	2	11	5	-0.1	-0.9
COc1cccc(C(=O)NCCC(=O)NCc2cc(=O)n(C)c(=O)n2C)c1	-3.1	1.4	-4	-4	-1	8	6	-0.2	1.2
O=[N+]([O-])c1ccc(OCCOc2ccccc2/C=N/n2cnnc2)cc1	1.2	-5.9	14	4	1	-6	-11	.	-0.3
Cc1ccc(N2CC(C(=O)Nc3ccc(N4CCOCC4)cc3)CC2=O)cc1C (configuration not stated)	-1.0	1.6	8	0	16	-2	8	-4.2	-1.0
CCOC(=O)c1ccc(NC2Nc3cc(C)nn3S2)cc1 (configuration not stated)	-1.7	0.3	-2	-2	2	3	-4	-1.1	0.2
COc1ccc(CC(=O)Nc2ccc(N(C)C)c3ccccc23)cc1	-4.4	-0.5	3	34*	-2	-14	-10	-1.1	2.8
O=C(Nc1ccc(S(=O)(=O)N2CCCC2)cc1)Nc1ccc(F)cc1F	-6.1	-0.1	4	-1	.	1	-7	0.1	.

The list goes on; the last two above are carried over.
SMILES	FadD28 FP inh	UGM FP inh	GDH-TPI counter	Mtb FBA inh	BoNT-F LC inh	PrPC TRFRET	CCHF vOTU inh	BioA inh	BoNT A protease
COc1ccc(CC(=O)Nc2ccc(N(C)C)c3ccccc23)cc1	-4.4	-0.5	3	34*	-2	-14	-10	-1.1	2.8
O=C(Nc1ccc(S(=O)(=O)N2CCCC2)cc1)Nc1ccc(F)cc1F	-6.1	-0.1	4	-1	.	1	-7	0.1	.
COc1ccc(C2CC(=O)Oc3cc(OC)c(OC)c(OC)c32)cc1 (configuration not stated)	0.3	.	-3	-2	-1	-2	11	0.9	-0.7
CNc1nc(Nc2ccc(C)c(Cl)c2)nc(N)c1[N+](=O)[O-]	-1.8	-0.6	15	-1	-3	4	-9	.	-0.6
O=C(NC1CCOCC1)C1CCC(=O)N(CCc2ccc(Cl)cc2)C1 (configuration not stated)	-0.9	1.6	-6	-2	-8	6	14	0.0	-0.3
COc1ccc(NC(=O)c2ccc(NC(=O)c3cccnc3)cc2)cc1	-2.6	.	6	-3	1	7	2	-0.5	0.3
O=C1C2CCCCN2C(=O)N1CCCCN1CCN(c2ccc(F)cc2)CC1 (configuration not stated)	1.2	1.2	6	4	-24	-5	2	-2.1	-3.4
CC1Cc2cc(S(=O)(=O)N3CCCC(C(=O)N4CCCCC4)C3)ccc2N1C(=O)C1CC1 (configuration not stated)	-3.7	-1.4	-7	0	5	5	2	0.1	1.1
Cc1[nH][nH]c(=O)c1C(c1ccc(-c2ccc(Cl)c(Cl)c2)o1)c1c(C)[nH][nH]c1=O	-1.6	0.2	7	-4	3	1	43*	4.6	0.1
S=c1[nH]nc(Nc2ccccc2Cl)s1	-0.2	1.8	1	-2	-2	-6	1	.	-0.1
Cc1cccc(OCC(=O)N2CCC(N3CCCCCC3)CC2)c1	1.2	-1.2	5	0	-28	-7	5	2.0	-2.0
COC(Cc1nnc(SC)n1-c1ccccc1)OC	-1.4	0.3	11	-5	0	-4	-5	-0.5	1.9

Record cards, as listed above:
O=C1C2CCCCN2C(=O)N1CCCCN1CCN(c2ccc(F)cc2)CC1 (configuration not stated) as listed: FadD28 FP inh = 1.2; UGM FP inh = 1.2; GDH-TPI counter = 6; Mtb FBA inh = 4; BoNT-F LC inh = -24; PrPC TRFRET = -5; CCHF vOTU inh = 2; BioA inh = -2.1; BoNT A protease = -3.4
CC1Cc2cc(S(=O)(=O)N3CCCC(C(=O)N4CCCCC4)C3)ccc2N1C(=O)C1CC1 (configuration not stated) as listed: FadD28 FP inh = -3.7; UGM FP inh = -1.4; GDH-TPI counter = -7; Mtb FBA inh = 0; BoNT-F LC inh = 5; PrPC TRFRET = 5; CCHF vOTU inh = 2; BioA inh = 0.1; BoNT A protease = 1.1

Carrying on:
SMILES	FadD28 FP inh	UGM FP inh	GDH-TPI counter	Mtb FBA inh	BoNT-F LC inh	PrPC TRFRET	CCHF vOTU inh	BioA inh	BoNT A protease
CCCc1cc(=O)n2[nH]c(C)cc2n1	-2.5	-0.4	3	12	-5	2	-2	-0.5	-2.6
O=C(C[n+]1ccc2ccccc2c1)c1cccc2ccccc12	-2.1	-2.1	4	-2	-4	-2	15	.	13
COc1ccc(N(CC(=O)Nc2cccc3ccccc23)S(C)(=O)=O)cc1	1.0	2.2	-6	7	4	-1	1	0.0	0.1
O=C1Nc2c(c(=O)[nH]c(=O)n2-c2ccccc2)C1(Nc1ncccn1)C(F)(F)F (configuration not stated)	-0.1	1.7	6	-3	-7	8	-2	-2.1	0.0
COc1ccccc1CNc1ncnc2c1nnn2Cc1ccccc1	-5.7	-1.2	-13	-1	-5	0	4	0.5	-0.1
COCCNC(=O)c1cc2c(c(-c3cccc(-c4cc5ccccc5o4)c3)n1)[C@@H](CCO)N(S(=O)C(C)(C)C)C2 (some centres not stated)	-9.4	.	.	-1	-22	-8	-1	-1.1	-0.7
CCOC(=O)c1cnn(-c2nc(-c3ccc(F)cc3)cs2)c1C(F)(F)F	-1.2	0.7	3	4	-7	0	7	0.7	-0.7
O=c1c2c3c(sc2nc(NCCOCCO)n1Cc1ccco1)CCCCC3	-3.0	-2.0	16	1	?	2	2	.	0.6
O=C(c1ccco1)N1CCN(Cc2nc3ccc([N+](=O)[O-])cc3c(=O)n2-c2ccccc2F)CC1	3.0	3.1	6	-2	1	-13	-5	.	-0.7
Cc1sc(Nc2ccc([N+](=O)[O-])cc2)nc1-c1c(C)n(C)n(-c2ccccc2)c1=O	-4.3	-5.2	2	-9	-13	-1	0	-0.6	-1.1
Cc1coc2cc3oc(=O)c4c(c3cc12)CCCC4	-3.5	0.8	22	18	-4	1	-12	-0.4	1.2
CCOC(=O)C1=C(COC(=O)/C=C/c2ccc(O)c(OC)c2)NC(=O)NC1C (configuration not stated)	-3.4	1.1	13	2	4	0	-6	.	0.7
Cc1cc(C(C)(C)C)ccc1Oc1cccc2c1S(=O)(=O)N(C1CCCC1)CC(COCc1ccccc1)O2 (configuration not stated)	-0.2	.	1	1	0	10	20	0.0	-0.9
COc1ccc(N(C)S(=O)(=O)c2ccc(Cl)c(C(=O)NNC(=O)c3ccccc3O)c2)cc1	-3.4	.	5	-1	-6	-1	0	-0.9	-2.6
O=C(CSc1nnc(CNC(=O)C23CC4CC(CC(C4)C2)C3)n1-c1ccccc1)Nc1ccc(F)cc1	?	-0.4	2	3	6	0	-1	-1.4	-0.3
Cc1sc2ncn(CC(=O)NCCCC(=O)NCc3ccc(F)cc3)c(=O)c2c1C	.	-0.4	7	-2	0	3	-1	0.0	-0.3
Cc1noc(/C=C/c2ccco2)c1S(=O)(=O)N1CCC(C(=O)N(C)Cc2ccccc2)CC1	-4.4	-1.8	9	-1	-4	-3	0	-0.4	-1.9
Cc1nc2ccc(S(=O)(=O)NC(C(=O)N3CCn4c3nc3ccccc34)C(C)C)cc2s1 (configuration not stated)	0.9	2.2	7	0	7	-3	-2	-0.3	-0.1
COc1ccccc1C(=O)Nc1sc(C(=O)N2CCCC2)c(C)c1C#N	-2.7	1.7	0	-1	-1	-10	1	.	0.0
COc1ccc(C(C)(O)c2nc(-c3ccccc3)cs2)cc1 (configuration not stated)	-1.3	.	-4	2	-3	-2	13	0.8	-0.4
Cc1ccc(CNC(=O)CCc2nc3ccccc3c(=O)[nH]2)cc1	0.3	-0.1	-4	-1	16	8	-6	-0.4	0.1
O=C(Nc1ccccc1C(=O)NCCc1ccccc1)c1ccco1	-4.3	0.9	8	-3	1	3	5	.	0.4
FC(F)(F)c1cc(-c2ccccc2)nc(N2CCCCC2)n1	-1.4	-0.2	6	1	-30	8	1	-0.8	0.3
COc1cc2c(cc1OC)C1(Nc3c-2c(C)nn3-c2ccccc2)C(=O)Nc2ccccc21 (configuration not stated)	-3.4	-1.1	-1	2	-7	7	-1	-1.0	1.6
Cc1cc(C)c(S(=O)(=O)Nc2ccc(Cl)cn2)c(C)c1	-0.6	-1.5	10	1	.	0	-2	0.2	.
CN(C(=O)CSc1ccc2c(c1)OCCO2)c1ccccc1	-1.4	1.1	4	-2	8	0	-3	0.3	1.6
O=C(CC(C(=O)NCc1ccccc1)c1nc2ccccc2c(=O)[nH]1)NCc1ccccc1 (configuration not stated)	-1.1	-4.4	20	6	-1	3	-8	-1.6	-0.3
Oc1ccc(-c2csc(Nc3ccccn3)n2)c(O)c1	2.4	-1.1	27	8	.	13	11	-1.6	.
COc1ccccc1NC(=O)c1cc(-c2cc(OC)c(OC)c(OC)c2)nc2ccccc12	-1.4	-1.8	15	-1	7	4	-5	-1.2	1.1
COc1cccc(N(CC(=O)Nc2ccc3c(c2)OCO3)S(=O)(=O)c2ccccc2)c1	-4.8	-2.5	-14	-4	-10	7	-1	-0.4	-0.2
COc1ccccc1OCC(O)CN1CCOCC1 (configuration not stated)	-2.5	-1.1	-1	-1	10	0	-9	0.1	2.8
CC(=O)NC(Cc1ccccc1)C(=O)NC1CCN(C(=O)c2ccc([N+](=O)[O-])cc2)CC1 (configuration not stated)	-0.8	1.5	9	1	-4	-22	-3	.	-0.1
O=C(O)CNC(=O)/C(=C\c1ccc2c(c1)OCO2)NC(=O)c1ccc(Br)cc1	-4.9	0.1	6	-5	1	-5	-4	-0.7	-1.1
O=C(NC1CCCc2ccccc21)c1ccccc1Br (configuration not stated)	-1.5	-2.1	-3	0	-5	3	-4	-0.5	-0.6
O=C(COc1ccc(Cl)cc1Br)Nc1ccccc1N1CCCC1	-0.2	-2.1	13	6	-6	-3	9	.	0.4
Cc1cccn2c(=O)c3cc(C(=O)N4CCN(Cc5ccccc5)CC4)sc3nc12	-4.6	0.3	13	57*	-4	-13	-56	0.7	0.8
Cc1ccc(NC(=O)CCN2C(=O)NC(C)(C)C2=O)cc1F	-2.7	.	-6	1	-6	7	4	0.3	3.7
COc1ccccc1-c1ccc(SCc2ccc([N+](=O)[O-])cc2)nn1	-0.4	0.1	4	1	-11	0	-13	.	-0.6
c1ccc(CCn2c(C3CC3)nc3ccccc32)cc1	-3.5	0.2	10	1	-5	10	2	1.1	-0.2
NC(=O)c1nn(Cc2ccccc2)c(=O)c2ccccc12	-0.1	-0.9	-7	-4	-2	-2	7	-0.4	-4.0
